eIF4E 4G PPI – blocks eIF4E binding to eIF4G. TR-FRET eIF4E-eIF4GI(517-606) binding, 2 h. inhibition, % at 21.7 µM. hit rate 0.37% among 220,000;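 also: 0% = full FRET control wells and 100% = background wells lacking eIF4GI fragment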
EBV gp42 block – blocks Epstein-Barr virus glycoprotein 42 binding. Q1HVG2. Fluorescence polarization binding assay, mP read-out. inhibition, % (tested at 21.74 µM). hit rate 0.42% among 220,000. AID 1085; in the data active = inhibition above about 50%
Target sequence (Q1HVG2 whole entry, looked up): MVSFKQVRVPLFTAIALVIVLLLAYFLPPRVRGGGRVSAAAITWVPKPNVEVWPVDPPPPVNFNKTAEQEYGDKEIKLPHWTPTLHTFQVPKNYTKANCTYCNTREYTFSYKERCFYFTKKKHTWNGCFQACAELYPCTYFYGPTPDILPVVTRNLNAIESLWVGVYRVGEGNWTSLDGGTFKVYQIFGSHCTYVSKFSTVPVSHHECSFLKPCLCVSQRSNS
thrombin 1536 – inhibitors of human thrombin; hit rate 0.26% among 220,000; inhibition, % at 5 µM; alpha-thrombin, Boc-VPR-AMC fluorogenic substrate cleavage; P00734; AID 1046;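 active = inhibition at or above 40%; inactive = inhibition below 40%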;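 also: 0% = enzyme with no compound and 100% = wells without enzyme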
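Material: Human alpha-thrombin protein | Buffer or medium: pH 7.5 Tris-saline with Tween 20 | Reagent: Boc-VPR-AMC substrate, 15 µM final | Schedule: Reaction at ambient temperature | Detection: AMC fluorescence at 355 nm excitation and 460 nm emission | Evaluation: Percent inhibition scaled between no-compound controls and no-enzyme blanks | Controls: no-compound enzyme wells and no-enzyme blanks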
14-3-3 Bad inh – disrupts binding of bovine 14-3-3 zeta to phospho-Bad peptide; P63103; TR-FRET 14-3-3zeta/Dy647-pBad peptide displacement, 1 h; inhibition, % at 21.7 µM; hit rate 0.71% among 220,000; AID 781;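 active = inhibition above about 70%, limit read from the data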;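 also: 0% = full 14-3-3 plus peptide FRET controls and 100% = background without 14-3-3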
p47phox inh – inhibitors of human p47phox binding. hit rate 0.53% among 220,000. inhibition, % at 24.7 µM. AID 1274. P14598. p47phox/p22phox peptide binding, fluorescence polarization, 2 h;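 also: 0% = p47phox with labelled peptide and 100% = labelled peptide alone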
Target sequence (P14598 whole entry, looked up): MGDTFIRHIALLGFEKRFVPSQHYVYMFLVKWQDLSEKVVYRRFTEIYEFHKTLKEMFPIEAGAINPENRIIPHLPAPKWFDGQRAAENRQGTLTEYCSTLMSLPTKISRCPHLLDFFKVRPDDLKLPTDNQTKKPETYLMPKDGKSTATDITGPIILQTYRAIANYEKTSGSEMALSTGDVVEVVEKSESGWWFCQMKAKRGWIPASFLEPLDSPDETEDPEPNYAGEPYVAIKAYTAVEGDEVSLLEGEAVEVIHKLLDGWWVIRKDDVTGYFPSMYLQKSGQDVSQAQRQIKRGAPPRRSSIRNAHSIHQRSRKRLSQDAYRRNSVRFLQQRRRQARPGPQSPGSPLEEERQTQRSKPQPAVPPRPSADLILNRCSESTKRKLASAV
Rad51 HR inh – blocks human Rad51 in homologous recombination | hRad51 DNA strand exchange, fluorescence dequenching | AID 1385 | hit rate 0.085% among 200,000 | inhibition, % at 10 µM | Q06609;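 active = inhibition above 40% at the single screening dose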;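 also: 0% = DMSO control wells and 100% = blanks with heterologous ssDNA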
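Test system – preformed human Rad51 ssDNA filaments · Reagent – Donor/quencher-labelled 47-bp dsDNA substrate · Incubation – 37 °C 15-min filament assembly, 30-min compound preincubation, 15-min exchange · Signal – FRET fluorescence dequenching, excitation 485 nm, emission 520 nm · Read-out – percent inhibition from fluorescence, normalised to plate control and blank means · Benchmarks – plate control and blank wells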
KCC2 mod – modulates chloride dependent transport by human KCC2 | Q9H2X9 | KCC2 cells, thallium flux FluoZin-2 fluorescence | B-score of Tl+ flux slope (higher = more flux/activation; lower = inhibition) at 10 µM | hit rate 2.2% among 190,000;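 active = thallium flux slope and its plate-corrected score both differing from the plate sample mean at a set confidence after two filtering rounds, in either direction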;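 also: slope of fluorescence scaled to starting intensity during 10 to 20 s after thallium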
KLK5 inh – blocks human kallikrein 5 protease activity | inhibition, % at 5 µM | Q9Y337 | recombinant hK5, fluorogenic AMC substrate cleavage | hit rate 0.59% among 210,000;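 active = inhibition of 40% or more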;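 also: 0% = enzyme controls without compound and 100% = no-enzyme blanks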
Target sequence (Q9Y337 67-293 limits assumed): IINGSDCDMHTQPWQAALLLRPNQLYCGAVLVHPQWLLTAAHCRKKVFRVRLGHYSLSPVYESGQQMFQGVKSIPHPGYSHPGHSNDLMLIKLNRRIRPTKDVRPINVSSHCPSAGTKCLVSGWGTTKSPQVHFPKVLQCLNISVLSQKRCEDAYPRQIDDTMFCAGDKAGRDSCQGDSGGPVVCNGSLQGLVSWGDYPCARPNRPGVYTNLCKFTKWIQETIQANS
Furin inh – blocks human furin protease activity; P09958; purified furin, fluorogenic substrate cleavage; inhibition, % at 30 µM; hit rate 0.061% among 220,000; AID 463115; in the data active = inhibition above about 25%; also: inactives centre near -15
The depositor's hits bear a star; · = no result given; [ ] = dose if it differs, or a comment.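 The calls were made as follows, unless noted: active = inhibition above about 30% (limit read from the data); inactive = the rest.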

No. | Compound | eIF4E 4G PPI | EBV gp42 block | thrombin 1536 | 14-3-3 Bad inh | p47phox inh
1 | CC1c2nc3ccccc3n2C(CC(=O)NCc2ccccn2)C(=O)N1Cc1ccccc1 (centres undefined) | 7[fluorescence artefact?] | -6 | 0 | 6 | -4
2 | Cc1nn(Cc2ccc(Cl)cc2)c(=O)n1N(C)c1ncc(C(F)(F)F)cc1Cl | 2 | -10 | 1 | 3 | -8
3 | Cc1cccc(C2c3[nH]c4ccccc4c3CCN2C(=O)c2cc(CC(C)C)nc(C)n2)n1 (centres undefined) | 5 | 7 | 1 | -8 | -2
4 | O=C(COc1ccc(Cl)cc1)NCc1nnc(SCC(=O)NC2CCCCC2)o1 | 6 | 0 | -1 | 1 | -3
5 | Cc1cc(C(=O)OCC(=O)Nc2ccc(F)c(F)c2F)c(C)o1 | 0 | -7 | -11 | 0 | -6
6 | Cc1cc(C)nc(N2CCCC(C(=O)NCc3cccc(C(F)(F)F)c3)C2)n1 (centres undefined) | -8 | -25 | -5 | 5 | -9
7 | Cn1nc(C(=O)Nc2cccnc2)c2ccccc2c1=O | 9 | -17 | -2 | 3 | -1
8 | CCn1c(COc2c(C)cccc2C)nnc1SCC(=O)N1CCN(c2ccccc2)CC1 | 0 | 6 | 1 | -10 | -9
9 | CS(=O)(=O)c1ccc(Cl)c(NC(=O)COC(=O)c2c(Cl)cccc2Cl)c1 | -6 | -7 | -4 | -10 | -4
10 | CCCCSc1nc2c(c(=O)[nH]1)CCC2 | 5 | -23 | 19 | -20 | -8
11 | O=C(CSc1ccccn1)N/N=C/C=C/c1ccccc1 | 1 | -5 | -6 | -10 | -10
12 | CCOC(=O)c1nnn(-c2nonc2N)c1CNc1ccc(C)c(Br)c1 | -3 | 0 | -1 | -1 | -9
13 | CCc1cccc(NC(=O)Cn2cc(C=O)c3ccccc32)c1 | 2 | -13 | -12 | -14 | -5
14 | O=C(CSCc1ccc(C(=O)O)cc1)Nc1ccccc1 | -1 | 13 | -5 | -3 | -1
15 | CCOc1ccc(C(=O)NC(=S)Nc2ccccc2N2CCC(C)CC2)cc1[N+](=O)[O-] | 0 | -1 | -2 | -2 | -3

No. | Rad51 HR inh | KCC2 mod | KLK5 inh | Furin inh
1 | · | 0.1 | -14 | -34
2 | 7 | -1.4 | 12 | -15[20 µM]
3 | · | -0.13 | · | -25
4 | -3 | · | 1 | -15
5 | 2 | -0.029 | -3 | -8
6 | 3 | · | -2 | -11
7 | 6 | -0.43 | -10 | -15[20 µM]
8 | -5 | -1.5 | 9 | -14[20 µM]
9 | 7 | 0.49 | -30 | -14
10 | -3 | -0.21 | 36 | -29
11 | 2 | -0.1 | -5 | -21
12 | · | -0.91 | -2 | -18
13 | 32 | 0.67 | 7 | -31
14 | -31 | -1.2 | 2 | -16
15 | 3 | 2.9 | 3 | -16[20 µM]

Additional records.
No. | Compound | eIF4E 4G PPI | EBV gp42 block | thrombin 1536 | 14-3-3 Bad inh | p47phox inh
16 | CC(=O)c1ccc(OCC(O)CN2C(C)(C)CC(O)CC2(C)C)cc1 (centres undefined) | 5 | -6 | -5 | -2 | 2
17 | COC(=O)c1cc(NS(=O)(=O)c2ccc(N3CCOCC3)c([N+](=O)[O-])c2)cc(C(=O)OC)c1 | 4 | 9 | 12 | -2 | -3
18 | CC(=O)Nc1cccc(NC=C(C#N)C#N)c1 | 3 | -9 | -5 | -6 | -19
19 | COc1ccc(N(C(C)=O)c2nc(C)cc(C)c2C#N)c(OC)c1 | -2 | -8 | -5 | 4 | -4
20 | c1ccc(-c2nccnc2-c2ccccc2)cc1 | 1 | 1 | -1 | -4 | 0
21 | N/C(=N\OC(=O)COc1ccccc1Cl)c1ccc(Cl)cc1 | -3 | 3 | -5 | -12 | 4
22 | CC(Sc1nnc(COc2ccc(Cl)cc2)n1Cc1ccccc1)C(=O)O (centres undefined) | -3 | 17 | -3 | -13 | 2
23 | Cc1cc(NC(=O)CCCN2C(=O)c3cccnc3C2=O)no1 | -10 | -12 | -4 | -6 | -3
24 | O=C(NC(=S)NC1CCSC1=O)c1ccccc1 (centres undefined) | -4 | -1 | 2 | -28[fluorescence artefact?] | -11
25 | Cc1ccc2c(CC(=O)Nc3c(C)n(C)n(-c4ccccc4)c3=O)coc2c1 | -1[fluorescence artefact?] | -13 | -2 | -5 | -2
26 | CCc1ccc(NC(=O)C(=O)N/N=C(\C)CC(=O)Nc2ccccn2)cc1 | 5 | -13 | -5 | 3 | -3
27 | Cc1ccc2cccc(SCC(=O)NCC#N)c2n1 | 21 | -11 | -10 | 2 | -7
28 | CCOC(=O)c1sc2ccccc2c1NC(=O)c1coc2ccccc2c1=O | 4 | -4 | -9 | 3[fluorescence artefact?] | 8
29 | CCN1CSC(=S)N(Cc2ccc(OC)cc2)C1 | 2 | -11 | -1 | -19 | -14
30 | CCC1=C(OC(=O)N(CC)CC)N2C(=O)OC(=NCc3ccccc3)[C@]2(C)[C@H]2C1=CC[C@H]1C(=O)N(CC(=O)OC)C(=O)[C@H]12 | 5 | -23 | 1 | 1 | 1

No. | Rad51 HR inh | KCC2 mod | KLK5 inh | Furin inh
16 | 1 | · | -4 | -6
17 | · | 0.56 | 18 | -11
18 | -12 | 1 | -1 | -15
19 | -1 | -0.86 | -6 | -12
20 | 18 | 0.73 | -2 | -16
21 | -3 | 0.94 | -11 | -18[20 µM]
22 | 2 | -0.94 | 1 | -17
23 | · | -0.0026 | 19 | 25[20 µM]
24 | -5 | 0.29 | -15 | -21
25 | 0 | · | -34 | -17
26 | -6 | 1.2 | -16 | -24
27 | 4 | 0.65 | -14 | -12
28 | 7 | -0.34 | -11 | -19
29 | 11 | 0.62 | 2 | -3
30 | 3 | -0.94 | 1 | -12

Brought forward from above: 6 entries; new compounds follow.
No. | Compound | eIF4E 4G PPI | EBV gp42 block | thrombin 1536 | 14-3-3 Bad inh | p47phox inh
25 | Cc1ccc2c(CC(=O)Nc3c(C)n(C)n(-c4ccccc4)c3=O)coc2c1 | -1[fluorescence artefact?] | -13 | -2 | -5 | -2
26 | CCc1ccc(NC(=O)C(=O)N/N=C(\C)CC(=O)Nc2ccccn2)cc1 | 5 | -13 | -5 | 3 | -3
27 | Cc1ccc2cccc(SCC(=O)NCC#N)c2n1 | 21 | -11 | -10 | 2 | -7
28 | CCOC(=O)c1sc2ccccc2c1NC(=O)c1coc2ccccc2c1=O | 4 | -4 | -9 | 3[fluorescence artefact?] | 8
29 | CCN1CSC(=S)N(Cc2ccc(OC)cc2)C1 | 2 | -11 | -1 | -19 | -14
30 | CCC1=C(OC(=O)N(CC)CC)N2C(=O)OC(=NCc3ccccc3)[C@]2(C)[C@H]2C1=CC[C@H]1C(=O)N(CC(=O)OC)C(=O)[C@H]12 | 5 | -23 | 1 | 1 | 1
31 | COC(=O)c1c(C(=O)OC)c2n(c1C)Cc1ccccc1C2 | -3 | 1 | -8 | 6 | -18
32 | C/C(=N/NC(=O)CNC(=O)c1ccncc1)c1ccco1 | 0 | -12 | -7 | -3 | -9
33 | CC(C)[N+]1=C2C=CC=CC=C2SC12C([N+](=O)[O-])=CC(=[N+]([O-])[O-])C=C2[N+](=O)[O-] (centres undefined) | 0 | -7 | -1 | 2 | -5
34 | CCN(CC)CCn1c(NCc2cccc(OC)c2)nc2ccccc21 | -3 | -26 | 2 | 55 | -9
35 | COc1ccc(NS(=O)(=O)c2ccc(N3CCOCC3)c(NC(=O)c3ccc(OC)cc3)c2)cc1 | 13 | 0 | -6 | -20 | -6
36 | O=C(COc1ccc(Br)cc1)N1CCC(c2ccccc2)C1 (centres undefined) | 2 | -29 | -4 | -2 | -2
37 | CCN1CCN(C(=S)Nc2ccc(Cl)cc2Cl)CC1 | -3[fluorescence artefact?] | -6 | 0 | -13[fluorescence artefact?] | 1
38 | O=C(CCNC(=O)c1ccc(Br)o1)NCc1ccc(Cl)cc1 | -10[fluorescence artefact?] | -21 | -4 | 2 | 1
39 | O=C(NNC(=O)C1[C@H]2CCCC[C@@H]12)c1ccc(=O)oc1 (some centres undefined) | 1 | -12 | -2 | -15 | -65
40 | Cc1ccc(S(=O)(=O)n2cc(-c3ccccc3)c(N)n2)cc1 | 1 | -10 | -5 | -17[fluorescence artefact?] | -22
41 | Cc1ccc(C)c(-c2cc(C(=O)NNC(=S)NCC(C)C)c3ccccc3n2)c1 | -10 | 28 | 0 | 0 | -8
42 | COc1cccc(-n2c(SCC(=O)N3CCCCC3)nc3c([nH]c4ccccc43)c2=O)c1 | 0 | -13 | 0 | 10 | 2
43 | Cc1c(NC(=O)C(C#N)=C2CCCCC2)c(=O)n(-c2ccccc2)n1C | -6 | -10 | -9 | -6 | -5
44 | c1ccc(OCc2nc(-c3cccs3)no2)cc1 | 5[fluorescence artefact?] | 1 | -7 | -4[fluorescence artefact?] | -1
45 | COc1ccc(OC)c(S(=O)(=O)NC2CCN(Cc3ccccc3)CC2)c1 | 3 | -4 | -8 | -6 | -78

No. | Rad51 HR inh | KCC2 mod | KLK5 inh | Furin inh
25 | 0 | · | -34 | -17
26 | -6 | 1.2 | -16 | -24
27 | 4 | 0.65 | -14 | -12
28 | 7 | -0.34 | -11 | -19
29 | 11 | 0.62 | 2 | -3
30 | 3 | -0.94 | 1 | -12
31 | 0 | · | -4 | -13
32 | 5 | 0.64 | -1 | -3
33 | · | 0.3 | 1 | -12
34 | -3 | 0.61 | -5 | -5[20 µM]
35 | -1 | -1 | -14 | -11
36 | -4 | -3.1 | 7 | -13[20 µM]
37 | 9 | · | 2 | -13[20 µM]
38 | -5 | · | 0 | -19
39 | -27 | -0.089 | -5 | 3
40 | 6 | -2 | -9 | -12[20 µM]
41 | -4 | 0.4 | -70 | -20
42 | · | 1 | 3 | -11
43 | · | · | -17 | -17
44 | -10 | · | -14 | 10[20 µM]
45 | 4 | -1.3 | -10 | -26[20 µM]

Next section:
No. | Compound | eIF4E 4G PPI | EBV gp42 block | thrombin 1536 | 14-3-3 Bad inh | p47phox inh
46 | CC1CCC2(CC1)OCC1(CCC3(COC4(CCC(C)CC4)OC3)C1=O)CO2 (centres undefined) | -1 | -12 | · | -1 | -5
47 | COc1cc(OC)c(-n2c(C)cc(C=O)c2C)cc1Cl | -2 | -10 | 1 | 46 | -1
48 | COc1cc(C(=O)NCc2ccccc2)cc(Br)c1OC | 0 | 9 | -4 | 4 | 5
49 | CCC1Oc2ccc(C)cc2N(CC(=O)NCCCN2CCCCC2CC)C1=O (centres undefined) | -2 | -2 | -9 | -6 | -15
50 | COc1ccc(N(CCCN2C(=O)c3cccc4cccc(c34)C2=O)C(=O)c2cccs2)cc1 | -1[fluorescence artefact?] | -7 | -5 | 0[fluorescence artefact?] | -8
51 | Cc1ccc(N(C)S(=O)(=O)c2ccc(C)cc2)cc1 | 5 | -9 | 4 | -1 | -18

No. | Rad51 HR inh | KCC2 mod | KLK5 inh | Furin inh
46 | 2 | -0.33 | -6 | -9
47 | 5 | -0.11 | -3 | -14[20 µM]
48 | · | 0.19 | -15 | -13
49 | 4 | -0.19 | -13 | 0[20 µM]
50 | · | -0.88 | -15 | -17
51 | 1 | · | -18 | -22[20 µM]

Screening data from PubChem BioAssay.
